D2 antag: HTS Assay for Allosteric Antagonists of the Human D2 Dopamine Receptor: Primary Screen for Antagonists; D(2) dopamine receptor (Homo sapiens), P14416; HEK293 TREx D2 cells, calcium flux, dopamine EC80; inhibition, % at 10 µM; 340,000 compounds, 2% hits; AID 485344, 2010; in the data active = inhibition above about 30%; note: 0% is about no effect
Target sequence (P14416 whole entry, looked up): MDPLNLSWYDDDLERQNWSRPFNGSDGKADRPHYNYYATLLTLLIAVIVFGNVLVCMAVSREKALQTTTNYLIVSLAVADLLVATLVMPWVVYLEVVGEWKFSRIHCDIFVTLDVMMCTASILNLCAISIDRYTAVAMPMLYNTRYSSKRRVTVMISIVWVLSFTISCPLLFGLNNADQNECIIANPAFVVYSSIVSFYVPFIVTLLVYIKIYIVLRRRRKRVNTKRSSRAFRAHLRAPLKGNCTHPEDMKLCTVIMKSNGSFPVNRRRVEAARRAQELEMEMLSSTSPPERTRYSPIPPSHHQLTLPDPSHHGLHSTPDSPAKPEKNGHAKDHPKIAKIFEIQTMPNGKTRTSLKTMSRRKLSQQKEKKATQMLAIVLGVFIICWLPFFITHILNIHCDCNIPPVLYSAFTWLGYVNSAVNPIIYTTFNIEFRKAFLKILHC
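Calcium mobilization kinetics were recorded at 1 s intervals in tetracycline-induced HEK293 T-REx D2 cells, first for 180 s after compound addition and then 180 s after EC80 dopamine.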
D2 agonist: HTS Assay for Allosteric Agonists of the Human D2 Dopamine Receptor: Primary Screen for Agonists; D(2) dopamine receptor (Homo sapiens), P14416; HEK293 T-REx D2 cells, calcium flux agonist mode; activation, % at 2 µM; 340,000 compounds, 0.53% hits; AID 485358, 2010;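 active = activation over 3 SD above normal in the single-dose calcium agonist read, cut at about 30% in these data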; note: 0% is about no effect
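Agonism scored from kinetic calcium signal (1 read/sec, 180 s) following compound pin transfer, after a 10 s baseline. Cells: HEK293 Trex line expressing inducible D2 receptor coupled to calcium, dye-loaded after overnight culture at 30 C.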
TRHR PAM: qHTS for Small Molecule Agonists and Allosteric Enhancers of Human TRH Receptor: Primary Screen for Enhancers. Thyrotropin-releasing hormone receptor (Homo sapiens), P34981. TRHR cells, fluo-8 calcium fluorescence, EC20 TRH enhancement. enhancement, % at 2 µM. 360,000 compounds, 0.66% hits. AID 493056, 2011; in the data active = enhancement above about 30%; note: 0% is about no effect
Target sequence (P34981 whole entry, looked up): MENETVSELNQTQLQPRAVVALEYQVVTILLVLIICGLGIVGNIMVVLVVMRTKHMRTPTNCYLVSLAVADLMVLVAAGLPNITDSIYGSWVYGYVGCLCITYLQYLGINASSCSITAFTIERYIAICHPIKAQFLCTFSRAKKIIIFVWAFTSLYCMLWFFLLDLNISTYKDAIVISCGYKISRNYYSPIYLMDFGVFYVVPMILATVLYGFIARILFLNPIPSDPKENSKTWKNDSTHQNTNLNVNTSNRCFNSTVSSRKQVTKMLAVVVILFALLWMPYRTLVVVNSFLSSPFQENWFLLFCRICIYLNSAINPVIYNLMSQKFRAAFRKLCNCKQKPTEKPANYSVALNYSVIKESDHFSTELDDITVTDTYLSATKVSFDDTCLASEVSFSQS
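TRHR-expressing cells loaded with fluo-8 calcium dye were read kinetically (ex 480/em 530) during compound addition, then stimulated with an EC20 of TRH (10 nM final). Enhancement of the Gq-mediated intracellular calcium response was scored.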
D1 agonist: Allosteric Agonists of the Human D1 Dopamine Receptor: qHTS. 360,000 compounds, 1% hits. HEK293 T-REx D1 cells, calcium flux, agonist mode. D(1A) dopamine receptor (Homo sapiens), P21728. activation, % at 2 µM; note: 0% is about no effect
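Agonism was scored from calcium flux recorded over 180 s (1 read/s) after pintool compound addition, following a 10-cycle baseline. Cells were inducible force-coupled HEK293 TREx D1, plated overnight at 30 C and loaded with no-wash calcium dye.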
D1 potentiator: Potentiators of Human D1 Dopamine Receptor: qHTS. HEK293 TREx D1 cells, calcium flux, dopamine EC20 potentiation. potentiation, % at 10 µM. D(1A) dopamine receptor (Homo sapiens), P21728. 360,000 compounds, 0.036% hits. AID 504651, 2011; in the data active = potentiation above about 30%; note: 0% is about no effect
TRHR agonist: qHTS for Small Molecule Agonists and Allosteric Enhancers of Human TRH Receptor: Primary Screen for Agonists | Thyrotropin-releasing hormone receptor (Homo sapiens), P34981 | TRHR cells, calcium flux fluo-8, FDSS agonist mode | activation, % at 2 µM | 360,000 compounds, 0.18% hits | AID 493084, 2011; note: 0% is about no effect
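Fluo-8-loaded TRHR cells; 10 s baseline, compound added, kinetic Ca2+ fluorescence read 1/s, agonist mode.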
RXFP1 antagonist: qHTS Assay for Antagonists of the Relaxin Receptor RXFP1. Relaxin receptor 1 (Homo sapiens), Q9HBX9. 350,000 compounds, 0.59% hits. HEK293-RXFP1, relaxin-stimulated cAMP HTRF, 30 min; hits give low values. activity change, negative = inhibition, % at 57.5 µM;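 active = activity change of -60% or lower, but not beyond a set lower limit; inconclusive = change between -60% and -40%, or beyond the set limit; inactive = change above -40%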; note: % is set by controls: 0 for no effect and ±100 for the full control effect
D1 antag: Antagonist of Human D 1 Dopamine Receptor: qHTS; D(1A) dopamine receptor (Homo sapiens), P21728; HEK293 TREx D1 cells, calcium flux, dopamine EC80; hits give low values; activity change, negative = inhibition, % at 10 µM; 360,000 compounds, 3.2% hits; in the data active = activity change below about -30%; note: % is set by controls: 0 for no effect and ±100 for the full control effect
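Inducible Hek293 Trex D1 cells (tetracycline, overnight, 30 C). Calcium dye 30–90 min RT. Antagonist mode: EC80 dopamine added after 180 s compound read.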
D2 PAM: HTS Assay for Positive Allosteric Modulators of the Human D2 Dopamine Receptor: Primary Screen for Potentiators; potentiation, % at 10 µM; HEK293 T-REx D2, calcium flux, EC20 dopamine potentiation; D(2) dopamine receptor (Homo sapiens), P14416; 340,000 compounds, 0.34% hits;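 active = potentiation over 3 SD above the plate norm, cut at about 30% in these data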; note: 0% is about no effect
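Tetracycline-induced HEK293 T-REx cells force-coupled to calcium signalling expressed D2; compounds were pin-added after a 10 s baseline, read kinetically 180 s, then an EC20 dopamine challenge followed with a further 180 s calcium read.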
Starred values were filed as active, the others as inactive; ? = inconclusive; nt = no result given. Cut-off read from the data, not from the text of the source, unless noted: active = activation above about 30%; inactive = the rest. No enrichment for hits; overall some 7.1% were active at least once.

no.	SMILES	D2 antag	D2 agonist	TRHR PAM	D1 agonist	D1 potentiator
1	O=C(OCCCN=C1NS(=O)(=O)c2ccccc21)c1ccc(F)cc1	6	0.2	0	4	-1
2	COc1cc(C(=O)NCCNC(=O)c2cnccn2)cc(OC)c1OC	12	-0.1	5	2	-7
3	COc1ccc(C(=O)NCC(=O)NCC2(N(C)C)CCCCC2)cc1OC	3	-1.7	-4	0	-8
4	O=C(COC(=O)c1ccc(Cl)cc1O)NC(=O)C1CCCCC1	5	-0.2	-6	-2	-2
5	Cc1noc2nc(C(=O)O)nc(N3CCCCC3)c12	nt	0.0	-5	-3	0
6	Cc1ccccc1Cn1c2ccccc2c2cnn(CC(=O)NC3CCC(C)CC3)c(=O)c21 (configuration not stated)	nt	0.6	0	1	-2
7	Cc1cccc(C(=O)Nc2nnc(SCC(=O)NC3CC3)s2)c1	-16	1.0	0	1	5
8	Nc1ccc(C(=O)NCCCSc2ccccc2)cc1[N+](=O)[O-]	5	-2.2	-5	1	-13
9	CC(=O)c1cccc(NC(=O)c2ccccc2N(Cc2ccccc2)S(C)(=O)=O)c1	-2	0.0	3	10	7
10	Cc1ccc(C(=O)N(C)CC(=O)Nc2ccc(Cl)c(C(F)(F)F)c2)cc1S(=O)(=O)N1CCCCC1	9	1.4	11	6	2
11	COc1ccc(O)c(/C=N/N=C/c2cccc([N+](=O)[O-])c2)c1	4	-0.5	-8	1	-2
12	O=C(CN1C(=O)CSc2ccccc21)Nc1ccccc1C(=O)N1CCOCC1	-11	1.3	7	2	2
13	Cc1ccc(C)c(NC(=O)Cn2nc([N+](=O)[O-])c(Br)c2C)c1	-1	0.9	8	4	3
14	COc1ccc2ccc(=O)oc2c1CC(O)C(C)(C)O (configuration not stated)	19	-2.6	-1	0	-9
15	CN1CCN(S(=O)(=O)c2ccc3ccccc3c2)CC1	1	0.1	-1	1	8

no.	TRHR agonist	RXFP1 antagonist	D1 antag	D2 PAM
1	-0.6	2	nt	-2
2	0.0	11	9	-8
3	-0.6	3	1	-3
4	-0.6	-15	-16	-2
5	0.1	-4	5	-3
6	-0.3	-4	-2	-3
7	0.0	-12	-1	7
8	-1.2	?	-19	nt
9	-0.9	-1	5	-4
10	0.7	-2	-4	7
11	0.2	-2	-6	1
12	0.3	7	-3	11
13	0.5	nt	-14	-3
14	-0.1	8	8	13
15	-0.1	-8	11	-7

Reprinted at random: 4 records from the list.
no.	SMILES	D2 antag	D2 agonist	TRHR PAM	D1 agonist	D1 potentiator
5	Cc1noc2nc(C(=O)O)nc(N3CCCCC3)c12	nt	0.0	-5	-3	0
13	Cc1ccc(C)c(NC(=O)Cn2nc([N+](=O)[O-])c(Br)c2C)c1	-1	0.9	8	4	3
6	Cc1ccccc1Cn1c2ccccc2c2cnn(CC(=O)NC3CCC(C)CC3)c(=O)c21 (configuration not stated)	nt	0.6	0	1	-2
12	O=C(CN1C(=O)CSc2ccccc21)Nc1ccccc1C(=O)N1CCOCC1	-11	1.3	7	2	2

no.	TRHR agonist	RXFP1 antagonist	D1 antag	D2 PAM
5	0.1	-4	5	-3
13	0.5	nt	-14	-3
6	-0.3	-4	-2	-3
12	0.3	7	-3	11

Other records:
no.	SMILES	D2 antag	D2 agonist	TRHR PAM	D1 agonist	D1 potentiator
16	Fc1ccc(Cn2nnnc2CN2CCN(C3CCCCC3)CC2)cc1	4	0.8	-2	4	-4
17	CCCCn1c(N)c(N(CCC(C)C)C(=O)CSc2nnc(Nc3ccccc3)s2)c(=O)[nH]c1=O	8	2.1	-5	2	-3
18	COc1ccc(-c2nc(CSCC(=O)NC3CC3)c(C)o2)cc1OC	1	0.6	-1	-1	4
19	CC(Cc1ccccc1)NC(=O)C1CCCNC1=O (configuration not stated)	6	0.0	21	0	-4
20	Cc1onc(-c2ccccc2)c1C(=O)N/N=C/C=C/c1ccccc1	-12	-0.3	3	-1	-4
21	O=C1CCc2cc(S(=O)(=O)N3CCC(C(=O)NC4CCCC4)CC3)ccc2N1	1	1.3	8	0	-4
22	NC1=NC(=O)/C(=C/c2cn(CCC(=O)O)nc2-c2ccc(F)cc2)S1	-11	2.1	5	0	0
23	CN(C)S(=O)(=O)c1ccc(C(=O)OCC(=O)NCc2ccco2)cc1	nt	nt	2	1	1
24	COc1ccc(C(=O)On2c(-c3ccc(Br)cc3)nc3ccccc3c2=O)cc1	nt	nt	2	0	3
25	O=C(CCc1c[nH]c2ccccc12)NC(Cc1c[nH]c2ccccc12)C(=O)O (configuration not stated)	-25	-0.1	0	3	0
26	S=C(Nc1ccccc1)Nc1nc2ccccc2n1CCOc1ccc(Br)cc1	-10	3.2	23	3	-3
27	COc1ccc([N+](=O)[O-])cc1NC(=O)CCN1CCN(c2ccccc2OC)CC1	101*	66*	-4	1	-14
28	COc1ccccc1NC(=O)Cn1nnc(-c2ccccc2NC(=O)c2cccs2)n1	-11	0.9	15	2	4
29	CCC(C)n1c(SCc2c(F)cccc2Cl)nc2ccsc2c1=O (configuration not stated)	nt	1.0	-7	22	6
30	CC1CN(c2ccc([N+](=O)[O-])c(NCCOc3ccccc3)c2)CC(C)N1 (configuration not stated)	-10	-0.5	3	17	-10

no.	TRHR agonist	RXFP1 antagonist	D1 antag	D2 PAM
16	1.3	-12	-4	-9
17	-0.2	-30	5	-6
18	-0.1	27	13	-4
19	0.4	-20	4	-12
20	-0.9	-15	-4	-6
21	0.4	nt	-31*	-7
22	0.1	-10	-2	11
23	-1.0	2	8	nt
24	0.3	-11	7	nt
25	1.0	16	21	-1
26	0.5	-18	-9	-6
27	0.5	-9	-46*	-27
28	0.3	-10	-10	5
29	0.2	?	13	4
30	1.9	-2	-15	-6

Carrying on:
no.	SMILES	D2 antag	D2 agonist	TRHR PAM	D1 agonist	D1 potentiator
31	Cc1cc(NC(=O)c2cc(-c3ccco3)on2)n(-c2ccccc2)n1	-8	0.1	1	1	-2
32	CCC(=O)Nc1c(C)n[nH]c1C	1	-0.1	7	4	7
33	Nc1ccc(SCc2nc3cccc4c3n2CCC4)cc1	13	-1.0	-3	1	-6
34	Cc1ccc(C)c(N2CCN(S(=O)(=O)c3cc(C(=O)Nc4cc(Cl)cc(Cl)c4)ccc3F)CC2)c1	nt	-0.1	-1	-3	0
35	Cc1ccc(OCc2nnc(NC(=O)Cc3cccs3)s2)cc1	19	-0.1	2	-2	20
36	CC(=O)Oc1ccc(-c2nc3ccccc3c(=O)o2)cc1	-25	-1.7	-3	5	-3
37	COc1ccc(Cc2nnc(-c3ccc(F)cc3)o2)cc1OC	-21	0.7	-2	-3	6
38	Cc1nc2nc(SCC(=O)NCCN3CCOCC3)nn2c(C)c1Cc1ccccc1	2	1.3	-9	4	4
39	CC(C)NCC(O)COc1c(F)cc(Br)cc1F (configuration not stated)	-9	1.1	1	7	-13
40	CC1(C)OC(=O)N2CCc3ccccc3C21C (configuration not stated)	41*	0.1	0	1	3
41	O=C(Nc1ccc(F)cc1F)C1(c2cccs2)CCOCC1	-3	0.8	-3	-1	2
42	COc1ccc(NC(=O)CSc2nnc(NC(=O)C3CCC3)s2)c(OC)c1	11	-1.4	-5	2	0
43	O=C(c1nc2nc(-c3ccccc3)cc(C(F)(F)F)n2n1)N1CCCCC1	-10	0.0	-3	4	-3
44	COc1ccc(C)cc1NC(=O)N(C(C)C)C1CCN(C(C)=O)CC1	nt	-1.4	-2	-2	0
45	COc1ccc(CCNC(=O)CC(Cc2ccccc2)C(=O)O)cc1OC (configuration not stated)	-6	1.3	6	2	-7

no.	TRHR agonist	RXFP1 antagonist	D1 antag	D2 PAM
31	0.3	-2	-6	3
32	-0.8	18	0	2
33	-0.3	10	-19	10
34	-0.2	2	-7	-11
35	1.7	nt	18	-12
36	0.2	0	-25	-5
37	0.0	nt	-19	-4
38	0.6	4	-20	-11
39	0.7	-6	0	-9
40	0.2	-9	7	5
41	0.0	9	-2	1
42	-0.8	-19	0	-5
43	-0.6	11	0	7
44	-0.2	2	-10	12
45	0.7	5	9	6

Some of these compounds in order of molar mass, ascending:
no.	SMILES	D2 antag	D2 agonist	TRHR PAM	D1 agonist	D1 potentiator
35	Cc1ccc(OCc2nnc(NC(=O)Cc3cccs3)s2)cc1	19	-0.1	2	-2	20
44	COc1ccc(C)cc1NC(=O)N(C(C)C)C1CCN(C(C)=O)CC1	nt	-1.4	-2	-2	0
42	COc1ccc(NC(=O)CSc2nnc(NC(=O)C3CCC3)s2)c(OC)c1	11	-1.4	-5	2	0

no.	TRHR agonist	RXFP1 antagonist	D1 antag	D2 PAM
35	1.7	nt	18	-12
44	-0.2	2	-10	12
42	-0.8	-19	0	-5

New compounds follow
no.	SMILES	D2 antag	D2 agonist	TRHR PAM	D1 agonist	D1 potentiator
46	O=C(Cc1n[nH]c(=O)[nH]c1=O)N/N=C/c1ccccc1O	-5	0.4	6	5	-6
47	COc1ccc(C(=O)c2cc(C(C)=O)c(Nc3ccccc3)s2)cc1	-6	0.3	1	5	-8
48	CC(O)CCC(=O)NNC1=CC(=O)CC(C)(C)C1 (configuration not stated)	19	-0.2	-3	4	-2
49	CCN1CCN(c2ccc([N+](=O)[O-])cc2S(=O)(=O)N2CCOCC2)CC1	-4	-0.1	10	-1	-2
50	CC1CCC(NC(=O)c2cc3c(=O)n(C)c4ccccc4c3n2C)CC1 (configuration not stated)	7	-0.9	16	0	-4
51	COC(=O)c1c(NC(=O)CN2C(=O)C(=O)N(CC(C)C)C2=O)sc(C)c1C	-10	-1.1	3	1	2
52	Cc1ccc(OCCC(=O)OCC(=O)Nc2cc(S(=O)(=O)N(C)C)ccc2C)cc1	-23	-0.2	2	6	3
53	O=C(/C=N/O)Nc1ccc2sc3ccccc3c2c1	-40	0.2	-3	0	0

no.	TRHR agonist	RXFP1 antagonist	D1 antag	D2 PAM
46	0.1	15	4	0
47	1.3	-6	-1	4
48	0.3	nt	-10	2
49	-0.4	2	11	6
50	-0.3	nt	3	12
51	1.7	-7	26	-1
52	-1.3	-7	2	-10
53	-0.1	-13	-15	-5
